Source: PubChem BioAssay
HCV inhibitor: HCV inhibition; hit rate 3.4% among 340,000; Potency, µM (series often up to 41.8 µM), for the others: top-dose activity change, negative = inhibition, hits mostly inhibitors; AID 651820; Huh7.5.1 HCVcc-Cre infection, luciferase reporter, 44 h; note: potency is the fitted concentration of half-maximal effect
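Infectious HCV cell culture screen: compound-treated cells (1,000/well, pre-plated 4 h) are infected with HCVcc-Cre at roughly 0.5 moi and grown 44 h. Infection is quantified by luciferase signal after 15 min substrate incubation at room temperature.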
HCMV inh: inhibitors of human cytomegalovirus. HFF cells, HCMV-luciferase reporter, 72 h; active compounds read low. activity change, negative = inhibition, % at 57.5 µM. hit rate 4.5% among 410,000. AID 1259415; in the data active = activity change below about -60%; inconclusive = no clear call, values can overlap the other calls; inactive = above about -39%
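After 16 h attachment at 37C, HFF cells received test compound and HCMV-luciferase (1 PFU/cell); reporter luminescence read 72 h later, data normalized against buffer-only and known inhibitor Salinomycin.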
AMA1-RON2 inh: inhibitors of Plasmodium falciparum AMA1-RON2 interaction | AlphaScreen AMA1-biotinylated RON2 peptide binding | Potency, µM (highest dose often 58.2 µM), for the others: at the top dose activity change, negative = inhibition, most hits filed as inhibitors | hit rate 0.2% among 360,000 | AID 720542;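 note: potency is the fitted concentration of half-maximal effect; 0% = vehicle wells and -100% = peptide control; nearly all actives have a fitted effect of over 45% in size; some results filed as inactive show a strong effect at the top dose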
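AMA1 (3D7) with his tag at 25 nM final met compounds first, then biotinylated RON2 peptide at 25 nM; detection used donor plus acceptor beads, 10 µg/mL apiece, read by AlphaScreen after 30 min at room temperature.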
AmpC detergent: blocks E. coli AmpC beta-lactamase in detergent assay; P00811; AmpC hydrolysis of nitrocefin, absorbance 480 nm, 0.01% Triton; Potency, µM (titrated, usually from 114 µM), for the others: at the top dose activity change, negative = inhibition, hits mostly inhibitors; hit rate 0.041% among 370,000;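 note: potency is the fitted concentration of half-maximal effect; 0% = no-compound wells and -100% = no-enzyme wells; nearly all actives have a fitted effect of over 25% in size; some results filed as inactive show a strong effect at the top dose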
Target sequence (P00811 whole entry, looked up): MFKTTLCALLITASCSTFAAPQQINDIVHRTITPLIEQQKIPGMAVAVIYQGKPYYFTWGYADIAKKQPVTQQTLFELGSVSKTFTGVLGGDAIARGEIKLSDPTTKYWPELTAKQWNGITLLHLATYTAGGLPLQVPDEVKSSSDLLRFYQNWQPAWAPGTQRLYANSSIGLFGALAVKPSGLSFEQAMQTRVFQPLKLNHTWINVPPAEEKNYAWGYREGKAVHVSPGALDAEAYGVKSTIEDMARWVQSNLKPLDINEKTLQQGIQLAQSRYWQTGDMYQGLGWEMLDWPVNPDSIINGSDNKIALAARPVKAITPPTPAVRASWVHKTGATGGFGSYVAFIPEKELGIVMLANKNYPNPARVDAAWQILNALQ
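AmpC (5.3 nM in the dispensed reagent) in 20 mM phosphate pH 7.0 with 0.01% (detergent screen) or 0.0001% Triton X-100 was preincubated with compounds for 15 min at room temperature. Nitrocefin was then added from an 800 uM solution, and hydrolysis was followed at 480 nm.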
Sm TGR block: S. mansoni TGR enzyme inhibition; Potency, µM (highest dose often 114 µM), without a hit: top-dose activity change, negative = inhibition, usual class: inhibitors; Q962Y6; hit rate 3% among 360,000; purified TGR, DTNB reduction, TNB absorbance 405 nm; note: potency is the fitted concentration of half-maximal effect; nearly all actives have a fitted effect of over 60% in size
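Kinetic colorimetric format: TGR-catalysed, NADPH-driven DTNB reduction monitored via TNB absorbance. Enzyme dispensed at 20 nM; compound exposure 15 min at room temperature before reaction start.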
Giardia FBPA inh: Giardia lamblia aldolase inhibition. A8B2U2. purified Giardia FBPA. Potency, µM (doses to about 59.6 µM), for the others: top-dose activity, negative = inhibition, most hits filed as inhibitors. hit rate 0.71% among 290,000. AID 2451; note: potency is the fitted concentration of half-maximal effect; nearly all actives have a fitted effect of over 55% in size
Target sequence (A8B2U2 whole entry, looked up): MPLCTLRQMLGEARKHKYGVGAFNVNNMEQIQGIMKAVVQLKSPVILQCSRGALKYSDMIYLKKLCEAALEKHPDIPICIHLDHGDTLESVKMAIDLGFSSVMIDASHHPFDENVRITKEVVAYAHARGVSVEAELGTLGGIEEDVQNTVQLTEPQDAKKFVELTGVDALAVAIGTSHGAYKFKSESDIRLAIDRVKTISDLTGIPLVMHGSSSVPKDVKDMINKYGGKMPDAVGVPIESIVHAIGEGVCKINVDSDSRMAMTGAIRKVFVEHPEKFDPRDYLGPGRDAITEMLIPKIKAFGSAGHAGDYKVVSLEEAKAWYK
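Giardia FBPA (40 nM reagent) was preincubated 10 min at RT with compound (up to 57.5 uM final), then substrate plus GAPDH/TPI/NAD/arsenate coupling system with diaphorase/resazurin was added; resorufin fluorescence (525/598 nm) was read after 20 min.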
An asterisk follows results filed as active; u = inconclusive; x = not tested or not shown; & = joins results of further samples; [ ] = remark or other dose. Unless noted, calls come from the whole dose curve; as a rule, active = well fitted curve in the direction sought with a large enough effect; inconclusive = small, poorly fitted or top-dose-only effect, or another doubt; inactive = no such curve, though single readings can be large; an effect the other way counts as inactive or inconclusive. Unless noted, % is set by controls: 0 for no effect and ±100 for the full control effect. Not a hit list, and some 9.3% of all compounds hit somewhere here.

SMILES	HCV inhibitor	HCMV inh	AMA1-RON2 inh	AmpC detergent	Sm TGR block	Giardia FBPA inh
Cc1cc(=O)n2nc(N(C)CC(=O)NCc3cccc(Br)c3)sc2n1	x	11	x	19%	2%	x
CCCC(C)NC(=O)CN(c1ccc2c(c1)OCCO2)S(=O)(=O)c1ccccc1 (stereo not given)	-4%	-5	-1%	3%	4%	11%
Cc1cc2ccc(C)c(C)c2nc1SCC#N	-8%	-28	30%[activator]	-6%	7%	2%
CC(C)C(=O)N1CCN(c2ccccc2NC(=O)c2ccc(C#N)cc2F)CC1	6%	24	10%	-6%	-1%	-7%
CC1=C(C)CC(C(=O)NC2CCN(C(C)C)CC2)C(C(=O)O)C1 (stereo not given)	9%	6	14%	-8%	8%	x
COc1ccc(C(=O)c2cn(Cc3ccccc3F)c3cc4c(cc3c2=O)OCCO4)cc1OC	x	-28	x	-14%	8%	x
CCCOC(=O)C1=C(C)NC(=O)NC1c1cc2c(cc1Br)OCO2 (stereo not given)	3%	-11	-2%	6%	31%	-2%
CCOc1ccc(C(=S)N2CCN(C)CC2)cc1	-3%	12	-1%	-5%	3%	18µM*
CCC(=O)N1CCc2cc(CNS(=O)(=O)c3cc(Cl)ccc3OC)ccc21	x	-23	x	-5%	2%	x
COc1ccc(C(=O)Oc2c(C)occc2=O)cc1OC	-4%	32	-3%	-9%	7%	2%
OC1(c2ccccc2)C/C(=N\n2cnnc2)C=C1c1ccccc1 (stereo not given)	-1%	61	-5%	u	-2%	5%
Cc1ccc(NC(=O)c2c(F)cccc2Cl)cc1NS(C)(=O)=O	21%	-16	-19%	4%	0%	-2%
Cn1c(SCC(=O)NC(C)(C)C)nc(O)cc1=O	10%	28	0%	u	-1%	0%
CN(C)c1c([N+](=O)[O-])ncn1C	3%	61	-1%	4%	2%	3%
Cc1ccc(S(=O)(=O)N2CCN(C(=O)CN3C(=O)NC4(CCCC4)C3=O)CC2)c(C)c1	21%	-28	12%	-18%	-1%	x
COCCNC(=O)CN(CCc1ccccc1)S(=O)(=O)c1ccc(OC)cc1	6%	5	12%	-9%	0%	1%
CCCN(CCC)C(=O)CSc1nc2sc3c(c2c(=O)n1-c1ccccc1)CCN(C(C)=O)C3	x	-16	x	9%	0%	x
COc1ccccc1CNC(=O)COc1ccc(S(=O)(=O)N2CCOCC2)cc1	11%	-3	1%	0%	-2%	x
O=S(=O)(O)c1cc(Cl)cc(N=Nc2ccc(O)cc2O)c1O	1%	-15	u	x	x	x
O=C(NN=C1CCC(c2ccccc2)CC1)c1cc2c(s1)CCCC2 (stereo not given)	24%	-5	7%	-10%	-10%	3%
CCCCN(C)C(=O)CCCc1c[nH]c2ccccc12	-7%	53	-15%	-3%	-7%	1%
CN(CC(=O)Nc1ccccc1C(F)(F)F)C(=O)c1cc([N+](=O)[O-])ccc1N1CCOCC1	13%	x	2%	7%	-26%	x
COC(=O)c1c(/N=C/NOCc2ccc(Cl)cc2)sc2c1CCN(c1ncc(C(F)(F)F)cc1Cl)C2	13%	10	-1%	0%	-1%	6%
CC(C)C1CC(C(=O)Nc2ccccc2)C(=O)O1 (stereo not given)	15%	21	7%	x	x	x
Cc1ccc(S(=O)(=O)N2CCOCC2)cc1NC(=O)COC(=O)Cc1ccsc1	11%	1	6%	-4%	1%	2%
COc1ccc(-n2cccc2C=O)cc1	3%	12	-17%	-11%	2%	1%
COc1cccc(C(=O)Nc2nc(-c3ccc(Br)cc3)ns2)c1	x	u	x	-1%	2%	x
CC(C)C1N(C(N)=S)N=CC1(C)C (stereo not given)	21%	5	4%	-9%	-3%	-23%
O=C(CSc1nc2c(sc3ccccc32)c(=O)n1CCc1ccccc1)NCc1ccco1	-4%	39	-3%	-6%	-4%	2%
CCN(C[C@H]1N[C@@](C)(C(=O)OC)[C@H]2C(=O)N(C)C(=O)[C@@H]12)C(=O)Nc1ccc(F)cc1	-2%	8	-1%	x	x	x

Profiles, quoted from the list. Values in the order: HCV inhibitor, HCMV inh, AMA1-RON2 inh, AmpC detergent, Sm TGR block, Giardia FBPA inh
`O=C(CSc1nc2c(sc3ccccc32)c(=O)n1CCc1ccccc1)NCc1ccco1` in the list: -4%, 39, -3%, -6%, -4%, 2%
`Cc1cc2ccc(C)c(C)c2nc1SCC#N` in the list: -8%, -28, 30%[activator], -6%, 7%, 2%
`Cc1ccc(S(=O)(=O)N2CCN(C(=O)CN3C(=O)NC4(CCCC4)C3=O)CC2)c(C)c1` in the list: 21%, -28, 12%, -18%, -1%, x

Next section:
SMILES	HCV inhibitor	HCMV inh	AMA1-RON2 inh	AmpC detergent	Sm TGR block	Giardia FBPA inh
CN1CC(=O)N(CC(=O)Nc2cccc3ccccc23)C1=O	5%	49	4%	x	x	x
COc1ccc(S(=O)(=O)N(C)C)cc1NC(=O)CSc1nc(N)cc(N)n1	1%	16	11%	1%	0%	0%
Cc1ccc(OCC(=O)Nc2c[nH]c(=O)[nH]c2=O)cc1C	5%	-33	-1%	-2%	-10%	2%
O=C(NC(=S)NCCN1CCOCC1)c1ccccc1Br	6%	18	-8%	-9%	0%	-1%
COc1ccc(S(=O)(=O)N(C)c2ccc(C(=O)N3CCC(C(N)=O)CC3)cc2)cc1	8%	-15	2%	u	3%	6%
COc1cccc(C2c3[nH]c4ccccc4c3C[C@H]3C(=O)N(c4ccccc4C(=O)N4CCCC4C(=O)O)C(=O)N23)c1 (stereo not given in full)	11%	-17	2%	u	-2%	27%
CC1CCCCN1c1c(S(=O)(=O)c2ccc(Cl)cc2)cnc2ccccc12 (stereo not given)	x	u	x	u	-4%	x
COc1cccc(NC(=O)CSc2nc3c([nH]c4ccccc43)c(=O)n2-c2ccccc2)c1	x	u	x	9%	-3%	x
CCOC(=O)c1ccc(NC(=O)c2c(NC(=O)CCC(=O)O)sc3c2CCCCC3)cc1	7%	-19	-5%	1%	0%	u
CCOc1ccccc1NC(=O)CN1CCCCCC1	-6%	11	-14%	1%	-9%	u
COc1ccc(N2CCN(c3cc(C)c4cccc(C)c4n3)CC2)cc1	-6%	-74*	u	7%	2%	-1%
O=C1CSC2(C(=O)N(Cc3ccccc3)c3ccccc32)N1c1ccc(Cl)cc1 (stereo not given)	x	-1	x	6%	10%	x
CCC(CC)C(=O)NC12CC3CC(CC(C3)C1)C2	20%	37	1%	u	2%	4%
O=C(Cn1c(=O)n(Cc2ccc(C(=O)NCc3ccc4c(c3)OCO4)cc2)c(=O)c2ccccc21)Nc1cccc(Cl)c1	x	11	x	-1%	1%	x
O=C1CN(C(=O)COC(=O)c2cccc(Br)c2)c2ccccc2N1	8%	-23	5%	-3%	-6%	x
CCOC(=O)/C(=N\Nc1cc(Cl)ccc1Cl)N1CC(C)OC(C)C1 (stereo not given)	3%	-25	-3%	-1%	-1%	0%
Cc1cc(C)c(C)c(S(=O)(=O)N2CCN(C(=O)c3ccc4c(=O)n5c(nc4c3)CCC5)CC2)c1C	-8%	-21	-4%	8%	13%	x
NC(=O)CC(CC(=O)OCc1ccccc1)c1ccccc1 (stereo not given)	12%	122	-5%	u	-3%	3%
COc1ccc(Cc2noc(COc3ccc(Cl)cc3)n2)cc1	5%	-30	62%[activator]	u	2%	0%
CSc1cccc(NS(=O)(=O)c2ccc(-c3coc(C)n3)cc2)c1	-22%	-26	14%	-2%	-3%	x
COc1ccccc1NC(=O)CSC1CC(=O)N(c2ccc3c(c2)OCO3)C1=O (stereo not given)	-4%	-17	5%	3%	13µM*	1%
O=C(O)/C=C\C(=O)Nc1ccc(Oc2ccccc2)cc1	-3%	-9	-15%	1%	5%	18%
O=C1c2ccccc2C(=O)N1CCc1nc(-c2ccncc2)no1	1%	-6	0%	u	4%	-3%
Cc1cc(C(=O)C[N+]2(C)CCOCC2)c(C)n1-c1ccc(Br)cc1	20%	u	-11%	6%	10%	4%
CC1CC(C)(C)NC(=S)N1CCC(=O)N1CCc2ccccc21 (stereo not given)	14%	-24	-5%	-5%	0%	-3%
COc1ccc(NC(=O)CSc2n[nH]c(C)c2[N+](=O)[O-])cc1	33%[activator]	-30	5%	-18%	1%	0%
O=C(c1ccc(N2CCNCC2)cc1)c1cccnc1	-11%	-32	-1%	0%	11%	8%
CCN(CC)C(=O)CN1CCN(Cc2ccc3c(c2)OCO3)CC1	1%	24	15%	1%	3%	u
CC(Oc1ccc(Cl)cc1Cl)C(=O)NCCCN(C)C (stereo not given)	-4%	-1	13%	-1%	-1%[11.4 µM]	-1%
CC1CCc2c(sc3nnn(Cc4cccc(C(=O)OC(C)C)c4)c(=O)c23)C1 (stereo not given)	x	0	x	-4%	1%	x
CCNc1cc2c(cc1O)CCC1C2CCC2(C)C(O)CCC12 (stereo not given)	0%	72	u	x	x	x
COc1ccc(Cc2nc3ccccc3n2CC(=O)N/N=C/c2ccc(C)cc2O)cc1OC	u	19	45%[activator]	2%	-5%	1%
N#Cc1cccc(Nc2ncnc3c2cnn3-c2cccc(Cl)c2)c1	x	13	x	5%	4%	x
Cc1ccc(C2(CC(=O)Nc3nccs3)CCOC(C(C)C)C2)cc1 (stereo not given)	-14%	5	-1%	-12%	2%	4%
CCOC(=O)C1=C(C)NC(SCC(N)=O)=C(C#N)C1c1ccncc1 (stereo not given)	41%&29%[activator]	-9&-25	1%&-15%	u	-12%	-1%
CCOC(=O)c1c(C)cc(=O)oc1C	1%	29	-7%	-6%	2%	0%
Cc1ccccc1C(=O)NNC(=O)c1cccc(Br)c1	10%	-28	29%	-15%	9%	6%
CC1(C)CC(CC(=O)O)(c2ccc(F)cc2)CCO1 (stereo not given)	7%	-26	-2%	u	-18%	2%
C=C(C)Cn1cnc2c(oc3nc4c(cc32)CCCC4)c1=O	1%	102	2%	-7%	-15%	-1%
COC(=O)Cc1ccc(NC(=S)NCc2ccc(F)cc2)cc1	12%	-17	-3%	0%	u	0%
Cc1c(C(=O)N2CCC(C)CC2)sc2ncn(CC(=O)N3CCC(C)CC3)c(=O)c12	-4%	0	0%	u	14%	0%
O=C(Cn1nnc(-c2ccc(F)cc2)n1)Nc1ccc2c(c1)OCCO2	-4%	-3	-6%	u	-12%	3%
Cc1sc2nc(SCC(=O)O)[nH]c(=O)c2c1C	15%	-19	-12%	-3%	4%	-1%
O=C(C1=C[C@H](c2ccc(Br)cc2)C[C@H](OCCCCO)O1)N1CCOCC1	-11%	-2	60%[activator]	10%	35µM*	-5%
C#CCOCCOCCOCCNc1nc(N2CCN(C(=O)[C@H](CCC(=O)O)n3cc(C(N)Cc4ccc(O)cc4)nn3)CC2)nc(N2CCN(C(=O)[C@H](CCC(=O)O)n3cc(C(N)CC(C)C)nn3)CC2)n1 (stereo not given in full)	-5%	x	16%	8%	35µM*	-15%
NC(=O)N1CCC2(CC1)NC(=O)N(c1ccccc1)N2	12%	0	-6%	7%	-35%	-13%
CCOc1ccc(CN2CCN(S(=O)(=O)c3ccc(Cl)cc3)CC2)cc1	x	-15	x	3%	1%	x
